Efflux pump inh: blocks antifungal efflux pumps in multiplex yeast assay. S. cerevisiae Candida pump triplex, Nile Red efflux. inhibition, % at 10 µM. hit rate 0.44% among 330,000;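 active means plate passing quality check with inhibition over a set limit, or well fluorescence over plate mean plus 4 SD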;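 further: Nile Red retained in pooled yeast measured as flow cytometry median fluorescence; 0% = buffer negative control and 100% = Enniatin B positive control; higher means more Nile Red kept so more efflux inhibition; some compounds called inactive have numbers as strong as hits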
Yeast superoxide: yeast age-related superoxide inhibition as caloric restriction mimetic; S. cerevisiae aged cells, superoxide DHE fluorescence; active compounds read low; superoxide response (% of plate mean), % at 10 µM; hit rate 0.18% among 330,000;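 active means superoxide response under a set limit, about three screen SD below normal, cut at about 65% in these data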;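 further: yeast aged for seven days with compound at 30 °C before DHE staining; 100% = average MFI of all compound-treated wells on the plate with controls excluded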
GLD-1 TGE inh: GLD-1-TGE RNA interaction inhibition (C. elegans). hit rate 0.44% among 320,000. Q17339. inhibition, % at 5.96 µM. purified GLD-1 + fluorescein TGE RNA, fluorescence polarization;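 active means percent inhibition above a per-plate cutoff, the plate mean of test compounds plus 3 SD, cut at about 30% in these data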;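 further: 0% = DMSO wells with GLD-1 and probe and 100% = wells lacking GLD-1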
Target sequence (Q17339 whole entry, looked up): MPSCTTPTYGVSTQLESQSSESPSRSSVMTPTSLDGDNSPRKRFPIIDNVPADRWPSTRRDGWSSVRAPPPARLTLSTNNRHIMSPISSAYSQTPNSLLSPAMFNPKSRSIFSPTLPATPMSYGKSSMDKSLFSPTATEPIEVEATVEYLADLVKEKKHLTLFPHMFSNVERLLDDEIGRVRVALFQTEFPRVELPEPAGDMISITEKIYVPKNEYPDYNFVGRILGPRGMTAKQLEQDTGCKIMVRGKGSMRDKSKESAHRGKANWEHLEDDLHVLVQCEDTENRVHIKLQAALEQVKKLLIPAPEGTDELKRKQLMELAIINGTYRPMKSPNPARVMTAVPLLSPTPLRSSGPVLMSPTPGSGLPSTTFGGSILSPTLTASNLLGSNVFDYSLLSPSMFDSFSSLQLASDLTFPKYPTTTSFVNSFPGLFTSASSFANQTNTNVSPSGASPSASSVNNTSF
MEX-5 binding: C. elegans MEX-5 TCR-2 RNA binding activity. MEX-5/FITC-TCR2 RNA binding, fluorescence polarization; active compounds read low. hit rate 0.38% among 300,000. activity score (negative = inhibition of binding), % at 10 µM. AID 1832. Q9XUB2;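 active means inhibition past about -25% in most replicates, and total fluorescence under double the plate's negative control median, limit read from the data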;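 further: 0% = DMSO and -100% = 5 µM competing unlabeled TCR2 RNA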
Target sequence (Q9XUB2 whole entry, looked up): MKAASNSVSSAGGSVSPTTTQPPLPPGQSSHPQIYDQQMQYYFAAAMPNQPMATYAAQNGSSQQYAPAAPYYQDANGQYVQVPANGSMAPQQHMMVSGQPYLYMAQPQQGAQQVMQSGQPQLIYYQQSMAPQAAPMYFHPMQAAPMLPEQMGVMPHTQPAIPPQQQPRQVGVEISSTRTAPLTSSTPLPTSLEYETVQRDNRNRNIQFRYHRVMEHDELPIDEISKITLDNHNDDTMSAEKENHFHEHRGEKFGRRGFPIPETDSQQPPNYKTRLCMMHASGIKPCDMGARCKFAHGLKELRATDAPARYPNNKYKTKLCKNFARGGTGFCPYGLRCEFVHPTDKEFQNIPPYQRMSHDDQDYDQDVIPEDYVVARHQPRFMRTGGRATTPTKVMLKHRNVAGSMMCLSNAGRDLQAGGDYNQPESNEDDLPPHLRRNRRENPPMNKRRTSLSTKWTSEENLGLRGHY
Active calls of the source: *; . = not tested or not shown. An excerpt (hit frequency here may not be typical).

| No. | SMILES | MEX-5 binding | GLD-1 TGE inh | Yeast superoxide | Efflux pump inh |
| --- | --- | --- | --- | --- | --- |
| 1 | COc1ccc(CN2CCN(C(=O)COc3cccc(C)c3)CC2)c(OC)c1 | -1.1 | . | . | . |
| 2 | COc1cccc(OCc2cc(C(=O)N3C[C@H]4C[C@@H](C3)c3cccc(=O)n3C4)no2)c1 | 0.6 | . | . | . |
| 3 | Cn1cccc1/C=C1\C(=O)NC(=O)N(CCC2=CCCCC2)C1=O | -37* | . | . | . |
| 4 | O=[N+]([O-])c1ccc(N2CCNCC2)c2ncccc12 | -1.4 | . | . | . |
| 5 | CC(=O)c1cn(Cc2ccccc2F)c2ccccc12 | 4.4 | . | . | . |
| 6 | COc1cc2[nH]c(=O)n(-c3ccc(C)cc3)c(=O)c2cc1OC | -0.5 | . | . | . |
| 7 | CCOC(=O)C1=C(NC(=S)NC(=O)c2ccccc2)c2ccccc2CC12CCCC2 | 0.8 | . | . | . |
| 8 | COc1ccc(-c2n(-c3ccccn3)c3ccccc3[n+]2-c2ccccn2)cc1 | -2.7 | . | . | . |
| 9 | COc1ccc(-c2cc(=NCCCCCC(=O)O)c3cc(C)ccc3o2)cc1 | 1.8 | . | . | . |
| 10 | CCn1nc(/C=C/c2ccccc2)nc2c(=O)n(C)c(=O)nc1-2 | -5.2 | . | . | . |
| 11 | Cn1cc(Br)c(C(=O)Nc2ccc3c(C(F)(F)F)cc(=O)oc3c2)n1 | . | . | 123 | -0.1 |
| 12 | Cc1ccc(/C=C2\C(=O)NC(=S)N(c3ccc(F)cc3)C2=O)o1 | -4.4 | . | 81 | -0.2 |
| 13 | O=C(O)Cn1cc(/C=C2\C(=O)NC(=O)N(c3ccc(F)cc3)C2=O)c2ccccc21 | -42* | . | 105 | -0.1 |
| 14 | O=c1[nH]c(=S)n(-c2ccccc2)c(O)c1C=NCCN1CCNCC1 | 1.2 | . | 105 | 0.0 |
| 15 | COc1ccc(CNCCc2cccc(F)c2)c2ccccc12 | 0.3 | . | 105 | 0.1 |
| 16 | CC(CN(C)C1CCN(C)CC1)c1ccccc1 (stereo not drawn) | 0.0 | . | 99 | 0.3 |
| 17 | NC(=O)Cn1cc(C=C2C(=O)NC(=O)NC2=O)c2ccccc21 | -74* | . | 99 | 0.5 |
| 18 | c1ccc2sc(C3CCNCC3)nc2c1 | 1.6 | . | 102 | -0.1 |
| 19 | O=c1[nH]c(=S)n(-c2ccccc2Cl)c(O)c1C=NCCN1CCNCC1 | 1.2 | . | 104 | 0.0 |
| 20 | CC(C)NC(=O)Cn1cc(C(=O)c2ccccc2)c2ccccc21 | 1.2 | . | 99 | 0.0 |
| 21 | c1ccc(NC2=NCCCS2)cc1 | -1.1 | . | 98 | 0.0 |
| 22 | COc1ccccc1NC(=O)c1cn(CCC#N)nc1-c1cccc(Cl)c1 | 2.0 | . | 100 | 0.0 |
| 23 | COc1cc(C(=O)OC2C[C@H]3CC[C@@H](C2)N3C)ccc1O (stereo partly drawn) | -2.9 | . | 104 | 0.0 |
| 24 | O=[As](O)(O)c1ccc(N=Nc2ccc(O)cc2)cc1 | -22 | . | 105 | 0.2 |
| 25 | CC(=O)O[C@H]1CC[C@@]2(C)C(=CC(=O)C3C2CC[C@@]2(C)C3C[C@H](OC(C)=O)[C@@H]2OC(C)=O)C1 (stereo partly drawn) | . | -3 | 93 | -0.1 |
| 26 | C[C@]12CCC3C(CC[C@H]4C[C@H](O)CC[C@]34C)C1[C@@H](O)C[C@@H]2O (stereo partly drawn) | . | -4 | 95 | 0.2 |
| 27 | CC(C)=CCN1CC[C@@]2(C)c3cc(O)ccc3C[C@@H]1C2C (stereo partly drawn) | . | 4 | 102 | 0.4 |
| 28 | CC1[C@H]2Cc3ccc(O)cc3[C@]1(C)CCN2CCc1ccccc1 (stereo partly drawn) | . | -1 | 100 | -0.2 |
| 29 | N#C[C@H](O[C@@H]1O[C@H](CO[C@@H]2O[C@H](CO)[C@@H](O)[C@H](O)[C@H]2O)[C@@H](O)[C@H](O)[C@H]1O)c1ccccc1 | . | 5 | 100 | -0.4 |
| 30 | COc1cc2c(c(OC)c1OC)-c1ccc(O)c(=O)cc1[C@@H](NC(C)=O)CC2 | . | 4 | 78 | -0.5 |
| 31 | C[C@]12CCC(=O)C=C1CCC1C2CC[C@@]2(C)C1CC[C@]2(C)O (stereo partly drawn) | . | 5 | 90 | 0.1 |
| 32 | C[C@]12CCC3C(CC[C@H]4C[C@H](O)CC[C@]34C)C1C[C@H](O)[C@@H]2O (stereo partly drawn) | . | -4 | 84 | 0.0 |
| 33 | C[C@]12CCC3C(CC[C@H]4C[C@@H](O)CC[C@]34C)C1C[C@@H](Br)[C@H]2O (stereo partly drawn) | . | 1 | 77 | -0.2 |
| 34 | COc1ccc2c3c1O[C@H]1C(=O)CC[C@H]4[C@@H](C2)N(C)CC[C@]314 | . | -1 | 100 | -0.1 |
| 35 | Cc1ccc(S(=O)(=O)c2nc(-c3ccccc3Cl)oc2N(C)C2CCN(C)CC2)cc1 | . | -2 | 100 | 0.1 |
| 36 | CC1C2Cc3ccc(O)cc3[C@]1(C)CCN2CCc1ccccc1 (stereo partly drawn) | . | -3 | 128 | -0.5 |
| 37 | COc1ccc(C(=O)Nc2cccc(S(=O)(=O)NCc3ccco3)c2)cc1 | . | 0 | 115 | 0.2 |
| 38 | COC1=CC2[C@@H]3Cc4ccc(OC)c(O)c4[C@]2(CCN3C)CC1=O (stereo partly drawn) | . | 0 | 119 | 0.5 |
| 39 | Oc1ccc2c3c1OC1c4oc5ccccc5c4C[C@@]4(O)[C@@H](C2)N(CC2CC2)CC[C@]314 (stereo partly drawn) | . | 0 | 83 | -0.1 |
| 40 | C[C@]12C[C@@H](O)[C@H](O)CC1=CCC1C2CC[C@@]2(C)C1CC[C@@H]2O (stereo partly drawn) | . | 3 | 95 | 0.1 |
| 41 | COC1=C(OC)[C@]23CCc4ccc(OC)c(OC)c4[C@]2(CCN3C)CC1=O | . | 0 | 104 | 0.1 |
| 42 | CCC(=O)c1ccc(OCC(=O)N2CCN(CC(=O)Nc3ccccc3C(F)(F)F)CC2)cc1 | . | -1 | 82 | 0.0 |
| 43 | NC(N)=Nc1ccc2[nH]c3c(c2c1)C[C@@]1(O)[C@H]2Cc4ccc(O)c5c4[C@@]1(CCN2CC1CC1)C3O5 (stereo partly drawn) | . | 0 | 96 | -0.3 |
| 44 | COc1cc2c3cc1Oc1c(OC)c(OC)cc4c1[C@H](Cc1ccc(cc1)Oc1cc(ccc1O)C[C@H]3N(C)CC2)N(C)CC4 | . | -10 | 108 | -0.6 |
| 45 | CCC(=O)c1ccc(OCC(=O)N2CCN(CC(=O)Nc3ccc(C)cc3)CC2)cc1 | . | 0 | 98 | 0.1 |
| 46 | C[C@]12CCC3C(CC[C@H]4C[C@@H](O)CC[C@]34C)C1CC[C@@H]2N (stereo partly drawn) | . | 0 | 101 | -0.2 |
| 47 | O=C1CN=C(c2ccccc2)c2cc(Cl)ccc2N1 | . | 3 | 94 | 0.2 |
| 48 | C[C@]12CC[C@H](O)CC1=CC(=O)C1C2CC[C@]2(C)C(=O)[C@H](O)CC12 (stereo partly drawn) | . | -8 | 102 | -0.2 |
| 49 | Cn1c(N)c(C(=O)COC(=O)Cc2ccccc2)c(=O)n(C)c1=O | . | 2 | 97 | 0.1 |
| 50 | CC(=O)OC1C=CC2[C@H]3Cc4ccc(O)c5c4[C@@]2(CCN3C)C1O5 (stereo partly drawn) | . | 1 | 128 | 0.1 |
| 51 | C#C[C@]1(O)CCC2C3C(CC[C@@]21C)[C@@]1(C)CC[C@@H](O)CC1=C[C@H]3O (stereo partly drawn) | . | 1 | 97 | 0.4 |
| 52 | COC12CCC3(CC1C(C)(O)C(C)(C)C)[C@H]1Cc4ccc(O)c5c4[C@@]3(CCN1CC1CC1)C2O5 (stereo partly drawn) | . | 0 | 96 | -0.1 |
| 53 | COC(=O)C1=C(c2ccc(OCc3ccccc3)cc2)C[C@@H]2CC[C@H]1N2C(=O)NCc1ccc([N+](=O)[O-])cc1 | . | -7 | 106 | 0.0 |

Laid out differently: 22 of the compounds above
32: C[C@]12CCC3C(CC[C@H]4C[C@H](O)CC[C@]34C)C1C[C@H](O)[C@@H]2O (stereo partly drawn)
33: C[C@]12CCC3C(CC[C@H]4C[C@@H](O)CC[C@]34C)C1C[C@@H](Br)[C@H]2O (stereo partly drawn)
34: COc1ccc2c3c1O[C@H]1C(=O)CC[C@H]4[C@@H](C2)N(C)CC[C@]314
35: Cc1ccc(S(=O)(=O)c2nc(-c3ccccc3Cl)oc2N(C)C2CCN(C)CC2)cc1
36: CC1C2Cc3ccc(O)cc3[C@]1(C)CCN2CCc1ccccc1 (stereo partly drawn)
37: COc1ccc(C(=O)Nc2cccc(S(=O)(=O)NCc3ccco3)c2)cc1
38: COC1=CC2[C@@H]3Cc4ccc(OC)c(O)c4[C@]2(CCN3C)CC1=O (stereo partly drawn)
39: Oc1ccc2c3c1OC1c4oc5ccccc5c4C[C@@]4(O)[C@@H](C2)N(CC2CC2)CC[C@]314 (stereo partly drawn)
assay / compound	32	33	34	35	36	37	38	39
MEX-5 binding	.	.	.	.	.	.	.	.
GLD-1 TGE inh	-4	1	-1	-2	-3	0	0	0
Yeast superoxide	84	77	100	100	128	115	119	83
Efflux pump inh	0.0	-0.2	-0.1	0.1	-0.5	0.2	0.5	-0.1

40: C[C@]12C[C@@H](O)[C@H](O)CC1=CCC1C2CC[C@@]2(C)C1CC[C@@H]2O (stereo partly drawn)
41: COC1=C(OC)[C@]23CCc4ccc(OC)c(OC)c4[C@]2(CCN3C)CC1=O
42: CCC(=O)c1ccc(OCC(=O)N2CCN(CC(=O)Nc3ccccc3C(F)(F)F)CC2)cc1
43: NC(N)=Nc1ccc2[nH]c3c(c2c1)C[C@@]1(O)[C@H]2Cc4ccc(O)c5c4[C@@]1(CCN2CC1CC1)C3O5 (stereo partly drawn)
44: COc1cc2c3cc1Oc1c(OC)c(OC)cc4c1[C@H](Cc1ccc(cc1)Oc1cc(ccc1O)C[C@H]3N(C)CC2)N(C)CC4
45: CCC(=O)c1ccc(OCC(=O)N2CCN(CC(=O)Nc3ccc(C)cc3)CC2)cc1
46: C[C@]12CCC3C(CC[C@H]4C[C@@H](O)CC[C@]34C)C1CC[C@@H]2N (stereo partly drawn)
47: O=C1CN=C(c2ccccc2)c2cc(Cl)ccc2N1
assay / compound	40	41	42	43	44	45	46	47
MEX-5 binding	.	.	.	.	.	.	.	.
GLD-1 TGE inh	3	0	-1	0	-10	0	0	3
Yeast superoxide	95	104	82	96	108	98	101	94
Efflux pump inh	0.1	0.1	0.0	-0.3	-0.6	0.1	-0.2	0.2

48: C[C@]12CC[C@H](O)CC1=CC(=O)C1C2CC[C@]2(C)C(=O)[C@H](O)CC12 (stereo partly drawn)
49: Cn1c(N)c(C(=O)COC(=O)Cc2ccccc2)c(=O)n(C)c1=O
50: CC(=O)OC1C=CC2[C@H]3Cc4ccc(O)c5c4[C@@]2(CCN3C)C1O5 (stereo partly drawn)
51: C#C[C@]1(O)CCC2C3C(CC[C@@]21C)[C@@]1(C)CC[C@@H](O)CC1=C[C@H]3O (stereo partly drawn)
52: COC12CCC3(CC1C(C)(O)C(C)(C)C)[C@H]1Cc4ccc(O)c5c4[C@@]3(CCN1CC1CC1)C2O5 (stereo partly drawn)
53: COC(=O)C1=C(c2ccc(OCc3ccccc3)cc2)C[C@@H]2CC[C@H]1N2C(=O)NCc1ccc([N+](=O)[O-])cc1
assay / compound	48	49	50	51	52	53
MEX-5 binding	.	.	.	.	.	.
GLD-1 TGE inh	-8	2	1	1	0	-7
Yeast superoxide	102	97	128	97	96	106
Efflux pump inh	-0.2	0.1	0.1	0.4	-0.1	0.0

As entered above:
MEX-5 binding, `COc1ccc(CNCCc2cccc(F)c2)c2ccccc12` → 0.3
Efflux pump inh, `C[C@]12C[C@@H](O)[C@H](O)CC1=CCC1C2CC[C@@]2(C)C1CC[C@@H]2O` (stereo partly drawn) → 0.1
